Screens: PubChem, National Center for Advancing Translational Sciences (NCATS)
GLS inhibitor: qHTS for Inhibitors of Glutaminase (GLS); GLS enzymatic activity, qHTS titration; Potency, µM (series often up to 45.5 µM), for the others: at the top dose activity change, negative = inhibition, actives largely listed as inhibitors; Glutaminase kidney isoform, mitochondrial (Homo sapiens), O94925; 0.21% of 410,000 active; AID 624170, 2012; also: potency is read from the fitted curve at half-maximal effect; % is scaled to controls: 0 for no effect and ±100 for the full control effect
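Two-point fluorescence kinetic (t0, 30 min RT) for hKGA; glutamate detected via glutamate oxidase–HRP–Amplex Red. Substrate: 1 mM L-glutamine solution; buffer 45 mM KH2PO4, pH 8.2.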
Pin1 inhibitor: qHTS Assay to Find Inhibitors of Pin1 | Pin1 FP peptide displacement, HiFluor488, 10 min | Potency, µM (series often up to 115 µM), inactives show top-dose activity, negative = inhibition, hits mostly inhibitors | Peptidyl-prolyl cis-trans isomerase NIMA-interacting 1 (Homo sapiens), Q13526 | 0.009% of 390,000 active; active = well fitted inhibition curve with a large enough effect in the polarisation, with a control signal flat, not every such curve was filed as active; inconclusive = small, poorly fitted or top-dose-only effect, or effect the other way, or a change in a side signal; inactive = no such curve, though single readings can be large or run the other way; the % refers to the polarisation; also: potency is read from the fitted curve at half-maximal effect; % is scaled to controls: 0 for no effect and ±100 for the full control effect
JMJD2A Tudor: qHTS Assay for Inhibitors of JMJD2A-Tudor Domain | Lysine-specific demethylase 4A (Homo sapiens), O75164 | AID 504339, 2011 | 4.4% of 390,000 active | Potency, µM (titrated, usually from 114 µM), inactives show top-dose activity change, negative = inhibition, actives largely listed as inhibitors | AlphaScreen JMJD2A-Tudor / H3K4me3 peptide binding; also: potency is read from the fitted curve at half-maximal effect; % is scaled to controls: 0 for no effect and ±100 for the full control effect; nearly all actives have a fitted effect of over 50% in size
HP1b binding inh: HTS for Inhibitors of HP1-beta Chromodomain Interactions with Methylated Histone Tails. Chromobox protein homolog 1 (Homo sapiens), P83916. AlphaScreen HP1-beta / biotin-H3K9me3 peptide binding. Potency, µM (doses to about 114 µM), inactives show at the top dose activity change, negative = inhibition, actives largely listed as inhibitors. 0.56% of 390,000 active. AID 540317, 2011; also: potency is read from the fitted curve at half-maximal effect; nearly all actives have a fitted effect of over 70% in size; inactives centre near 23
Target sequence (P83916 whole entry, looked up): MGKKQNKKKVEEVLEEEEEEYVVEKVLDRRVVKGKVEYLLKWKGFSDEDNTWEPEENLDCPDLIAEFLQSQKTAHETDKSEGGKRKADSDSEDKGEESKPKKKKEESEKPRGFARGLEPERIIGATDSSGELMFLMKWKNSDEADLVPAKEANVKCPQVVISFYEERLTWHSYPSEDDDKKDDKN
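AlphaScreen: HP1-beta (50 nM) preformed 30 min with biotin-H3(1-18)K9me3 peptide (50 nM) in PBS pH 7.4, 0.01% Tween-20. Compound added for 30 min at RT, then streptavidin donor/nickel chelate acceptor beads (10 ug/mL) for 30 min.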
ERG-DNA inh: qHTS for Small Molecule Inhibitors of the ERG Ets/DNA interaction; fluorescence polarization, His-ERG Ets domain / labelled DNA; Potency, µM (series often up to 76.9 µM), inactives show at the highest dose FP activity, negative = inhibition, hits mostly inhibitors; 0.028% of 370,000 active; Transcriptional regulator ERG (Homo sapiens), P11308; active = well fitted inhibition curve with a large enough effect in the polarisation, with a control signal flat; inconclusive = small, poorly fitted or top-dose-only effect, or effect the other way, or a change in a side signal; inactive = no such curve, though single readings can be large or run the other way; the % refers to the polarisation;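 also: polarization taken with two DNA probes labelled with fluorescein and Texas red; potency is read from the fitted curve at half-maximal effect; % of control where 0% means no effect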
Target sequence (P11308 whole entry, looked up, the tested form may be a part): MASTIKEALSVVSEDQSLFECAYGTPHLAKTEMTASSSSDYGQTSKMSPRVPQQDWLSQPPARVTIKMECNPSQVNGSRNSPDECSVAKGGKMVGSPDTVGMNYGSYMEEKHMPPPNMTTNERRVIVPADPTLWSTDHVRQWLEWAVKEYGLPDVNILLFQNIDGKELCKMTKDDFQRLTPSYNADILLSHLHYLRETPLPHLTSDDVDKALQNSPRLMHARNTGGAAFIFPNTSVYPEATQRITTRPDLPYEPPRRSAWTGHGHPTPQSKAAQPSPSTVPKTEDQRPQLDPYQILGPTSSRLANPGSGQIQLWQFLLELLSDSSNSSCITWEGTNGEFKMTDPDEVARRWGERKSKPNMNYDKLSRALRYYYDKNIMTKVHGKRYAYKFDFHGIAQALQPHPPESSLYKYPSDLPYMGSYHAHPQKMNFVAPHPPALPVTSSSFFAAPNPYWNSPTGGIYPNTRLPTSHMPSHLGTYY
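His-tagged ERG Ets domain (1 uM in the protein solution; 300mM KCl, 50mM Tris-HCl, 1mM EDTA, 1mM DTT, pH 7.5) received compound, then a probe mix of 5 nM fluorescein-DNA and 100nM Texas-615-DNA. Fluorescence polarization was read for both dyes.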
BAZ2B inh: qHTS Assay for Inhibitors of BAZ2B; Bromodomain adjacent to zinc finger domain protein 2B (Homo sapiens), Q9UIF8; AlphaScreen BAZ2B-H3K14Ac peptide displacement; Potency, µM (series often up to 114 µM), for inactives: at the highest dose activity change, negative = inhibition, usual class: inhibitors; 4.4% of 360,000 active; AID 504333, 2011; also: potency is read from the fitted curve at half-maximal effect; % is scaled to controls: 0 for no effect and ±100 for the full control effect; nearly all actives have a fitted effect of over 60% in size
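Complex of BAZ2B and biotin-H3K14Ac (50 nM apiece) forms over 30 min at RT, then faces library compounds up to 110 uM for another 30 min; AlphaScreen beads added, 20 min dark incubation, luminescence read.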
G9a block: qHTS Assay for Inhibitors of Histone Lysine Methyltransferase G9a; Histone-lysine N-methyltransferase EHMT2 (Homo sapiens), Q96KQ7; Potency, µM (titrated, usually from 102 µM), for inactives: top-dose activity, negative = inhibition, usual class: inhibitors; G9a H3K9 monomethylation, AlphaScreen, 2 h; 8.8% of 350,000 active; also: potency is read from the fitted curve at half-maximal effect; % is scaled to controls: 0 for no effect and ±100 for the full control effect; nearly all actives have a fitted effect of over 75% in size
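G9a (20 nM) preincubated 15 min RT with compounds, then 500 nM biotinylated H3K9 peptide and 20 uM SAM added; 2 h RT reaction. Monomethyl-H3K9 product detected by AlphaScreen with anti-H3K9me1 antibody, streptavidin donor and anti-rabbit IgG acceptor beads.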
PGK inhibitor: qHTS Assay to Find Inhibitors of Phosphoglycerate Kinase. AID 602233, 2012. 0.043% of 380,000 active. PGK/GAPDH coupled, Kinase-Glo luminescence, 60 min. Potency, µM (highest dose often 57.5 µM), for inactives: at the highest dose activity change, negative = inhibition, most hits filed as inhibitors. Phosphoglycerate kinase, glycosomal (Trypanosoma brucei brucei), P07378; also: potency is read from the fitted curve at half-maximal effect; % is scaled to controls: 0 for no effect and ±100 for the full control effect; nearly all actives have a fitted effect of over 60% in size
Target sequence (P07378 whole entry, looked up): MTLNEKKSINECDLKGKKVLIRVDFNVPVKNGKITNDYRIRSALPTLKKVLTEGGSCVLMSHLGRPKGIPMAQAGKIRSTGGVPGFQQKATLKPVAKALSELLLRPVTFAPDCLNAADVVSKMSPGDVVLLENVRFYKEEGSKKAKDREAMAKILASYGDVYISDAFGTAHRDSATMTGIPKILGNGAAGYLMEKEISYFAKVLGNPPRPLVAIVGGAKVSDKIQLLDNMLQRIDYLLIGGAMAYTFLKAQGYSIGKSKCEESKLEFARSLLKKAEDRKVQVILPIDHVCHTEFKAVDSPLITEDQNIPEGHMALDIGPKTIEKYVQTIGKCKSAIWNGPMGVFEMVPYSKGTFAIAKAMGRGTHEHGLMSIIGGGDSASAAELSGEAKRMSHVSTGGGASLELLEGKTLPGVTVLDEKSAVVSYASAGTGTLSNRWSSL
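Recombinant glycosomal PGK reaction used 1,3-bisphosphoglycerate generated in-well by GAPDH (100nM final) in 100mM TEA pH 7.6, 5mM MgCl2, 0.01% Tween-20. After 60 minutes at room temperature, ATP was read by Kinase-Glo Plus luminescence end-point.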
PI4K2A inh: qHTS for small molecular inhibitors of PI4K2A; 0.13% of 420,000 active; activity change, negative = inhibition, % at 76.9 µM; purified PI4K2A, ADP-Glo luminescence, 1 h; hits give low values; in the data active = activity change below about -50%; inconclusive = mostly about -30% to -49%;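 also: -100% = wells without enzyme as full effect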
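ADP-Glo luminescence measured ADP generated by PI4K2A enzyme (4 ug/mL before mixing) with 1.2 mM PI substrate (pre-mix) and 300 microM ATP (pre-mix). Tris pH7.5 buffer with MgCl2, Triton X-100; 1 h reaction at ambient temperature.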
* hit, by the source's call; i = inactive; ? = inconclusive; . = not tested or not shown; & = joins results of further samples; [ ] = remark or other dose. Unless noted, calls follow the shape of the dose curve; as a rule, active = well fitted curve in the direction sought with a large enough effect; inconclusive = small, poorly fitted or top-dose-only effect, or another doubt; inactive = no such curve, though single readings can be large; an effect the other way counts as inactive or inconclusive.

No.	GLS inhibitor	Pin1 inhibitor	JMJD2A Tudor	HP1b binding inh	ERG-DNA inh	BAZ2B inh	G9a block	PGK inhibitor	PI4K2A inh	mol
1	20%	-4%	-16%	11%	1%	-31%	29%	1%	-3	OCCC1CN(Cc2c(F)cccc2Cl)CCN1C1CCCCC1 (stereo unspecified)
2	-5%	-2%	-16%	27%	0%	-34%	-28%	-6%	1	O=C(N/N=C/c1ccc([N+](=O)[O-])cc1)c1c[nH]c2ccccc12
3	-10%	2%	-1%	19%	6%	-10%	.	3%	-2	COc1ccc(/C=N/NC(=O)c2nnn(-c3nonc3N)c2CN(C)C2CCCCC2)cc1
4	3%	-2%	-17%	18%	3%	?	10µM*	0%	1&-3	Oc1cc(O)c2c(c1)O[C@H](c1ccc(O)c(O)c1)[C@H](O)C2
5	-1%	24%	-6%	10%	14%	-27%	-24%	-4%	0	Cc1ccc(S(=O)(=O)N2CCCCC2)cc1C(=O)N(CCc1ccccc1)Cc1ccccc1
6	16%	?	-33%	5%	-3%	-9%	-26%[59 µM]	1%	0	O=C1C2C3C=CC(C3=C(c3ccccc3)c3ccccc3)C2C(=O)N1CCO (stereo unspecified)
7	-3%	7%	8%	32%	0%	-5%	4%[12.7 µM]	2%	1	CCOc1ccc(S(=O)(=O)NCCC(=O)NCc2ccc(OC)c(OC)c2)cc1
8	5%	-13%	32µM*	21%	-20%	-16%	-49%	i	7	COc1ccc([N+](=O)[O-])cc1NS(=O)(=O)c1cccc(C(=O)O)c1
9	8%	2%	0%	28%	1%	-7%	0%	7%	-3	CC(C(=O)Nc1ccc(S(=O)(=O)Nc2ncccn2)cc1)N1C(=O)c2ccccc2S1(=O)=O (stereo unspecified)
10	1%	-11%	-10%	41%[activator]	6%	-1%	?	7%	6	Cc1ccc(C(=O)NCc2ccncc2)cc1S(=O)(=O)N1CCOCC1
11	0%	47%[activator]	-26%	14%	0%	7%	-3%[59 µM]	-8%	0	Cc1ccc(-n2nnc3c(SCC(=O)NCc4ccco4)ncnc32)cc1
12	2%	1%&2%	-10%&-12%	32%	.	6%	-3%[2.33 µM]	-5%	-6	COc1cccc(S(=O)(=O)NC2CCN(C#N)C2)c1 (stereo unspecified)
13	7%	1%	-4%	14%	15%	-35%	-5%	-1%	-7	CC1C2CC(C/C2=N/NC(=O)c2cccs2)C1(C)C (stereo unspecified)
14	13%	6%	?	?	-2%	56µM*	-33%[59 µM]	-14%	-12	NS(=O)(=O)c1ccc(CCNC(=O)Cc2ccc(S(=O)(=O)N3CCCC3)s2)cc1
15	20%	-14%	-7%	1%	-12%	8%	50µM*	-7%	2	CN(C)CCn1c(=S)[nH]c2ccc(Cl)cc2c1=O
16	19%	1%	-7%	33%	-5%	-1%	13%	-4%	8	ONC(=Nc1cccc(C(F)(F)F)c1)c1cccnc1
17	8%	-2%	-12%	28%	-4%	2%	-8%	0%	-1	Cc1cc(C)n2cc(CSc3nnc(-c4ccccc4)o3)nc2n1
18	2%	10%	23%	78%[activator]	0%	27%	.	-10%	-5	Cc1nc(-c2ccc(S(=O)(=O)Oc3ccc(Cl)cc3Cl)s2)cs1
19	7%	-2%	7%	29%	5%	16%	-10%	7%	-2	COc1ccccc1CNC(=O)c1sccc1-c1ccccc1
20	16%	-12%	?	63%[activator]	13%	-9%	-9%[12.7 µM]	0%	2	COCc1nnc(NS(=O)(=O)c2ccc(C)cc2)s1
21	22%	-3%	-2%	25%	-2%	4%	?	-7%	1	COc1ccc(NC(=S)N(Cc2cccc(Br)c2)CC2CCC(C(=O)O)CC2)cc1 (stereo unspecified)
22	6%	-7%	3%	30%	-8%	-14%	5%	3%	-2	CCOC(=O)C1=C(C)Nc2nc3ccccc3n2C1c1ccc(O)cc1 (stereo unspecified)
23	9%	-2%	-27%	16%	12%	-38%	0%[12.7 µM]	-1%	-9	Cc1ccc(C(=O)CCC(=O)Nc2ncccc2C)cc1
24	28%	?	-8%	30%	-9%	.	-1%[59 µM]	i	-1	COc1cccc(N2CCN(c3ccc4nnc(CCC(=O)O)n4n3)CC2)c1
25	1%	-2%	-1%	38%	1%	-2%	-4%	-1%	1	O=C(COC(=O)Cc1ccc(F)cc1)NC(=O)c1ccccc1
26	-23%	-3%	20µM*	11%	2%	-5%	-127%[59 µM]	-8%	2	S=c1[nH]nc(-c2cccc3ccccc23)n1-c1cccnc1
27	5%	-6%	-6%	25%	.	14%	19%	-4%	5	Cc1ccc(C)c(NC2=C(Cl)C(=O)OC2OC(=O)c2ccco2)c1 (stereo unspecified)
28	0%	-1%	16%	70%[activator]	3%	-2%	43%	5%	2	O=C(Cc1cccs1)N1CCN=C1SCc1cccc(F)c1
29	23%	-15%	-11%	39%[activator]	1%	-3%	21%[12.7 µM]	i	5	Cc1csc(C(=O)NCC(=O)NNC(=O)c2cccc(Cl)c2)c1
30	6%	4%	-14%	11%	-4%	-18%	9%[0.501 µM]	-4%	4	CCn1nc(CC(C)C)cc1C(=O)N1CCCC(Nc2ccc(F)cc2)C1 (stereo unspecified)
31	0%	-2%	-9%	65%[activator]	4%	.	.	-2%	-4	C[C@H]1CN([C@@H](C)CO)C(=O)Cc2cc(NC(=O)Cn3cnnn3)ccc2O[C@H]1CN(C)Cc1ccncc1
32	1%	-8%	-26%	14%	0%	-5%	-1%[59 µM]	-6%	4	Cc1cccc(NC(=O)c2cc(Cl)ccc2[N+](=O)[O-])c1
33	2%	-3%	-14%	21%	20%	-4%	11%[0.501 µM]	-5%	0	C=CCn1c(COc2ccc(F)cc2)nnc1SCC(=O)NC1CCCC1
34	11%	?	-14%	4%	-1%	-7%	-36%[59 µM]	-10%	-5	Cc1ccc(S(=O)(=O)Nc2cc3c(C(=O)OCc4ccccc4)c(C)oc3c3ccccc23)cc1
35	-9%	31%[activator]	-15%	10%	4%	-34%	3%[59 µM]	-7%	-2	Cc1cccc(C)c1NC(=O)Cn1cc(C(=O)c2ccco2)c2ccccc21
36	-9%	0%	-17%	14%	2%	-17%	-7%[59 µM]	i	0	Cc1ccc(C)c(Cn2cc(CCC(=O)NC3CCCCC3)c3ccccc32)c1
37	0%	-5%	-11%	16%	6%	11%	0%	4%	0	CCOc1ccc(S(=O)(=O)N2CCN(C(=O)C3CCC3)CC2)cc1
38	-1%	39%[activator]	-27%	21%	3%	-12%	-12%[59 µM]	-4%	1	O=C(Nc1ccc2c(c1)N(C1CCCC1)C(=O)c1ccccc1S2)c1ccccc1
39	1%	-3%	-16%	15%	4%	8%	-1%[12.7 µM]	18%	1	O=C(Nc1ccc2c(c1)OCO2)C1CCCN1C(=O)Nc1ccccc1F (stereo unspecified)
40	-10%	7%	-5%	28%	-1%	2%	-6%[59 µM]	-10%	1	COc1ccc(C2C(C(=O)N3CCCCC3)CCC(=O)N2c2cc(OC)c(OC)c(OC)c2)cc1 (stereo unspecified)
41	-9%	2%	-1%	63%[activator]	3%	.	.	-8%	0	O=C(NCCc1ccccc1)c1cccc(NC(=O)C2CCCC2)c1
42	0%	-5%	-11%	8%	9%	-31%	-13%[59 µM]	-2%	2	O=C(CCCl)Nc1ccc(S(=O)(=O)NCc2ccco2)cc1
43	-6%	1%	-8%	41%[activator]	-11%	-21%	-25%[59 µM]	.	-2	COc1ccc(-c2c3c(nc4sc(C(=O)Nc5ccc(F)cc5)c(N)c24)CC(C)(C)CC3=O)cc1
44	0%	-6%	-8%	6%	6%	?	7%	-1%	-6	Cc1onc(-c2ccccc2Cl)c1C(=O)NCCN1CCOCC1
45	-3%	-3%	-9%	6%	2%	-4%	?	-1%	0	Cc1ccc(C(=O)CSc2nnc(-c3ccccc3)n2-c2ccccc2)o1
46	1%	12%	-28%	4%	1%	-6%	10µM*	i	-2	CCOc1ccc(N2C(=O)/C(=C/c3ccco3)N(C)C2=S)cc1
47	2%	6%	-12%	17%[57 µM]	2%	4%	10%[0.0925 µM]	10%	0	N=c1c(C(=O)NCC2CCCO2)cc2c(=O)n3ccccc3nc2n1Cc1ccc(Cl)cc1 (stereo unspecified)
48	-1%	-3%	-7%	13%	-2%	-6%	1%[12.7 µM]	-8%	8	COc1ccc(S(=O)(=O)N(C)C2CCS(=O)(=O)C2)cc1OC (stereo unspecified)
49	-4%	19%	-15%	39%[activator]	1%	-3%	-6%	-7%	0	Cc1ccc(S(=O)(=O)N(C)c2ccc(C(=O)NCCc3ccccc3)cc2)cc1
50	2%	11%	-12%	23%	7%	11%	-5%[59 µM]	.	1	CCN(CC)S(=O)(=O)c1cccc(C(=O)Nc2nc3cc4c(cc3s2)OCCO4)c1

The order is random (roughly 11% active in at least one column).
